CCR6 antagonist: blocks CCL20-driven beta-arrestin recruitment at human CCR6; 340,000 tested, 0.49% active; AID 493098; P51684; inhibition, % at 20 µM; CHO-K1 CCR6 PathHunter beta-arrestin, luminescence, CCL20-stimulated;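 active = compounds whose inhibition of the agonist-driven luminescence signal at 20 µM reaches about 50%, limit read from the data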;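 note: cells stimulated with CCL20 at 14 nM final; plate controls were DMSO with CCL20 for no effect and DMSO without agonist for full effect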
Target sequence (P51684 whole entry, looked up): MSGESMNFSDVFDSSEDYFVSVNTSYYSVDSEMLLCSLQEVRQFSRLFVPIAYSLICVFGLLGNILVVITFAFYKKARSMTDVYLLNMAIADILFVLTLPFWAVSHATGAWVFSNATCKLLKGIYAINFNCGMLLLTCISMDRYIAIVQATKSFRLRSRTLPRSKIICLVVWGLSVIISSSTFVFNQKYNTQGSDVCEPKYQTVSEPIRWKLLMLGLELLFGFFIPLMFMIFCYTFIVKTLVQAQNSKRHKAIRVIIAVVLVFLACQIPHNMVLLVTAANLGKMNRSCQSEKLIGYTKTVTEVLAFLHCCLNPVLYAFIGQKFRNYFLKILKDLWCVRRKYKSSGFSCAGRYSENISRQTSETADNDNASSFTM
Gli-Sufu antag: Gli-Sufu pathway antagonism | Sufu-KO-LIGHT fibroblasts, Gli luciferase reporter luminescence | inhibition, % at 5 µM | 340,000 tested, 0.74% active | AID 588413;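 active = inhibition above about 55%, limit read from the data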;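 note: 0% = DMSO-treated cells and 100% = wells with medium but no cells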
EBI2 antag: EBI2 (human) antagonism | P32249 | EBI2 beta-arrestin recruitment, luminescence, 7a,25-OHC stimulated | inhibition, % at 5 µM | 360,000 tested, 0.81% active | AID 651636; in the data active = inhibition above about 38%;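 note: enzyme fragment complementation signal reports receptor beta-arrestin coupling in cells; 0% = agonist plus DMSO wells and 100% = wells without agonist; some results beyond the cut were filed as inactive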
Target sequence (P32249 whole entry, looked up, the tested form may be a part): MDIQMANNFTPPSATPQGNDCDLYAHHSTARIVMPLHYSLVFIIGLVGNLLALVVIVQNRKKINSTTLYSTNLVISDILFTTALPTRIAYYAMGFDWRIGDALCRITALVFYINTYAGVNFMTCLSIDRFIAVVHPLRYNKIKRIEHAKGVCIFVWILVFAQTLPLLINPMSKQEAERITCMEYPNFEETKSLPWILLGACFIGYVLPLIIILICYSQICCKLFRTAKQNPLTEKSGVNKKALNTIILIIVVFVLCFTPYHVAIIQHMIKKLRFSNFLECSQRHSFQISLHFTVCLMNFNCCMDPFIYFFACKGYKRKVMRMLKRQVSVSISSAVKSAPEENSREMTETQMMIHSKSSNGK
A3A deaminase: inhibitors of human APOBEC3A DNA deaminase; P31941; recombinant A3A, FAM/TAMRA ssDNA deamination fluorescence; inhibition, % at 20 µM; 330,000 tested, 0.41% active; AID 493011;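 active = at least 40% inhibition at 20 µM here, with at most 30% in a related deaminase screen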;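 note: plate controls were A3A with DMSO for no effect and wells lacking A3A enzyme for full effect; some results filed as inactive read as strong as hits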
Target sequence (P31941 whole entry, looked up): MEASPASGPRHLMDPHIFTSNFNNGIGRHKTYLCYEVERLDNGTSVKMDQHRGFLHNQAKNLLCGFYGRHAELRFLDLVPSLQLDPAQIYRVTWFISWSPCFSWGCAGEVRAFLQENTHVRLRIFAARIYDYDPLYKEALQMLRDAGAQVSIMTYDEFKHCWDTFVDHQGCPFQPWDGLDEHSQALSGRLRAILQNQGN
MPTP block: blocks calcium-induced mitochondrial swelling | isolated mouse mitochondria, Ca2+ swelling absorbance, 30 min | inhibition, % at 10 µM | 360,000 tested, 1.4% active;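 active = inhibition of 50% or more, scaled per plate between neutral and stimulator controls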;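 note: 0% = DMSO wells given calcium and 100% = 1 mM EGTA wells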
APOBEC3G inh: inhibitors of human APOBEC3G DNA deaminase. inhibition, % at 20 µM. Q9HC16. 330,000 tested, 0.28% active. AID 493012. recombinant A3G, ssDNA deamination FAM/TAMRA fluorescence;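 active = inhibition of at least 40% at 20 µM, with no more than 30% in the related APOBEC3A deaminase screen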;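 note: plate controls were DMSO wells with A3G for no effect and wells lacking A3G enzyme for full effect; some compounds called inactive have numbers as strong as hits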
CXCR6 inh: CXCR6 (human) receptor inhibition | 360,000 tested, 0.36% active | inhibition, % at 20 µM | CHO-K1 PathHunter CXCR6 beta-arrestin, luminescence | AID 602244 | O00574; in the data active = inhibition above about 34%, passing the limit was not always enough;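 note: antagonist mode with CXCL16 agonist at 10 nM final; 0% = 10 nM CXCL16 with DMSO and 100% = unstimulated wells without agonist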
NR3A LBD binder: modulators (binders) of human NR3A ligand-binding domain; NR3A LBD differential scanning fluorimetry, Tm shift; 0% = protein alone, 100% = glycine-bound protein; Tm shift relative to glycine control, % at 25 µM; 340,000 tested, 2.5% active; AID 1259313;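 active = melting temperature shift of at least 10% of the positive control shift, at one fixed dose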
* hit, by the source's call; . = no result given.

SMILES	CCR6 antagonist	Gli-Sufu antag	EBI2 antag	A3A deaminase	MPTP block	APOBEC3G inh	CXCR6 inh	NR3A LBD binder
Cc1onc(-c2ccccc2)c1C(=O)N(Cc1ccco1)Cc1cccs1	14	7	14	.	-1.5	.	7	5
CC(=O)N/C(=C\c1ccccc1)C(=O)OCC(=O)N(C)C1CCCCC1	5	1	-4	-1	-7.1	-2	-2	-10
O=C(O)CSc1ncnc2sc(-c3ccccc3)cc12	3	44	6	-1	0.2	-7	5	-1
CC(C)N(C(C)C)S(=O)(=O)c1ccc(Cl)nc1	5	1	-2	2	-1.1	-7	5	0
O=C(NCCCN1CCN(c2ccccc2F)CC1)C1CCN(S(=O)(=O)c2cccs2)CC1	0	6	-15	-2	2.7	-6	-5	4
CC(=O)c1ccccc1OC(=O)c1ccc(-c2ccccc2)cc1	-4	-3	5	-3	-0.4	-7	0	2
CCc1cc(C(=O)N2CCCC(C(=O)c3ccc(Oc4ccccc4)cc3)C2)n(C)n1 (centres undefined)	10	-10	4	-2	-1.8	-8	-8	-1
O=C(NCc1ccc2c(c1)OCO2)c1cccs1	6	-26	-1	5	0.3	2	-1	-2
Oc1ccc(/C=N/NC2=NCCCCC2)cc1	-1	8	-4	3	-0.6	-1	9	.
Cc1ccc(N2CCN(c3ccc(C)cc3)C2c2ccccn2)cc1	8	-13	39	0	1.4	-3	1	-4
Cc1cccc(-n2c(-c3ccccc3)c[nH]c2=S)c1C	12	-4	7	-1	-0.4	-6	11	-2
CCOC(=O)c1c(C)n(C)c2ccc(OCC(O)Cn3nc(C)c(Br)c3C)cc12 (centres undefined)	10	7	14	-1	3.6	-2	-9	-9
Cc1ccc(C(=O)NCC(=O)OCC(=O)NC(C)c2ccccc2)s1 (centres undefined)	7	2	-3	7	-1.7	6	-2	-14
O=C(NCc1ccc(F)c(F)c1)C1CCC(=O)N(CC2CCCCC2)C1 (centres undefined)	10	4	9	-6	0.3	-6	8	-2
CCOc1ccccc1NS(=O)(=O)c1c(C)[nH]c(C)c1C(=O)N1CCCCC1	9	-2	-5	2	0.8	-1	2	4
O=c1[nH]c2ccccc2n1CCCSCCCn1c(=O)[nH]c2ccccc21	-3	7	5	-3	21	4	-8	0
O=C(Nc1cccc(S(=O)(=O)N2CCCCC2)c1)C1CCC1	9	39	-4	3	0.1	14	-4	-2
Nc1scc2c(C(=O)O)nn(-c3ccccc3)c(=O)c12	-5	-7	-20	2	-1.9	2	-8	4
O=C(CCC(=O)c1ccccc1)NCCc1c[nH]c2ccccc12	9	7	-1	2	0.6	0	-1	0
COc1ccccc1N(CC(=O)Nc1ccc(F)c(F)c1)S(C)(=O)=O	2	8	-4	-1	1.7	-2	-4	2
CC(NC(=O)COC(=O)C1CCN(c2ccc(C(F)(F)F)cn2)CC1)c1ccc(Br)cc1 (centres undefined)	11	-37	-1	4	1.3	4	-2	-4
O=[N+]([O-])c1cccc(-n2cc3ccc([N+](=O)[O-])cc3n2)c1	-9	-16	-13	-3	-0.2	2	-7	14*
CNC(=O)COC(=O)/C=C/c1c(C)nn(-c2ccccc2)c1C	-3	-12	-12	1	0.4	-5	2	-1
COC(=O)COC(=O)c1ccc(Oc2nc(OC)nc(N(C)C)n2)cc1	-3	-12	15	6	1.2	-4	-6	1
COc1ccc(-c2cc(C(=O)N3CCN(C(c4ccccc4)c4ccccc4)CC3)no2)cc1OC	8	8	32	-1	-2.6	-8	2	3
O=C(COC(=O)c1cc(=O)[nH]c(=O)[nH]1)Nc1cccc(Cl)c1	3	8	-4	-1	0.2	-9	4	0
CCc1nc(SCC(=O)Nc2cccc(C(F)(F)F)c2)c2c(=O)n(C)c(=O)n(C)c2n1	1	12	1	-3	-1.7	-13	-1	0
CC(C)COC(=O)OCN1C(=O)CN(CCN2CC(=O)N(COC(=O)OCC(C)C)C(=O)C2)CC1=O	3	7	-6	-2	-1.8	-6	-1	-2
Cc1nc2ccccc2n1CC(=O)OCC(=O)NCc1ccccc1	5	2	-7	7	-4.2	-9	-3	1
Cc1ccc(CNC(=O)C2CC(c3ccccc3F)=NO2)cc1 (centres undefined)	9	1	-5	-1	-2.3	-4	0	0
Cn1c(SCC(=O)N2CCN(c3ccccc3)CC2)nnc1-c1ccncc1	7	7	1	2	-1.7	-5	4	11*
Cc1noc(C)c1S(=O)(=O)N(C)C[C@H]1Oc2ccc(NC(=O)Cn3cnnn3)cc2C(=O)N([C@H](C)CO)C[C@@H]1C	1	-11	10	-2	-1.5	-5	-3	-1
N#CCCn1c(C2CCCCC2)nc2ccccc21	-16	15	-13	8	0.8	-1	1	1
CCCN(CCC)S(=O)(=O)c1ccc(N2CCCC2=O)c([N+](=O)[O-])c1	12	6	-2	8	1.5	-3	6	2
COc1ccc(-c2c(C3=CCCCC3)oc3ccc(-c4ccc5c(c4)OCO5)cc23)cn1	4	-3	-1	-8	0.2	-11	-2	1
CN(C(=O)c1cc2sccc2n1C)C1CCCCC1	15	-55	14	8	0.5	6	2	-2
COC(=O)C1C(c2ccc(OC)cc2)NC(=O)NC1(O)C(F)(F)Cl (centres undefined)	-7	-1	-4	2	-1.3	-2	-9	-3
N#Cc1c(Sc2ncc(C(F)(F)F)cc2Cl)nsc1C/C=N\OCc1c(F)cccc1Cl	14	21	10	1	2.0	-6	12	0
CNS(=O)(=O)c1cc(S(=O)(=O)NC)c2cccc3c2c1NC3=O	13	.	-10	3	2.6	3	-5	-1
CCOC(=O)/C=C/C(=O)OCC(=O)Nc1cccc(Br)c1	2	-17	0	5	-0.1	-6	2	-1

Of the compounds above, these contain a CF3 group.
SMILES	CCR6 antagonist	Gli-Sufu antag	EBI2 antag	A3A deaminase	MPTP block	APOBEC3G inh	CXCR6 inh	NR3A LBD binder
CC(NC(=O)COC(=O)C1CCN(c2ccc(C(F)(F)F)cn2)CC1)c1ccc(Br)cc1 (centres undefined)	11	-37	-1	4	1.3	4	-2	-4
CCc1nc(SCC(=O)Nc2cccc(C(F)(F)F)c2)c2c(=O)n(C)c(=O)n(C)c2n1	1	12	1	-3	-1.7	-13	-1	0
N#Cc1c(Sc2ncc(C(F)(F)F)cc2Cl)nsc1C/C=N\OCc1c(F)cccc1Cl	14	21	10	1	2.0	-6	12	0

Filtered by structure: the compounds so far with an aryl methoxy group.
SMILES	CCR6 antagonist	Gli-Sufu antag	EBI2 antag	A3A deaminase	MPTP block	APOBEC3G inh	CXCR6 inh	NR3A LBD binder
COc1ccccc1N(CC(=O)Nc1ccc(F)c(F)c1)S(C)(=O)=O	2	8	-4	-1	1.7	-2	-4	2
COC(=O)COC(=O)c1ccc(Oc2nc(OC)nc(N(C)C)n2)cc1	-3	-12	15	6	1.2	-4	-6	1
COc1ccc(-c2cc(C(=O)N3CCN(C(c4ccccc4)c4ccccc4)CC3)no2)cc1OC	8	8	32	-1	-2.6	-8	2	3
COc1ccc(-c2c(C3=CCCCC3)oc3ccc(-c4ccc5c(c4)OCO5)cc23)cn1	4	-3	-1	-8	0.2	-11	-2	1
COC(=O)C1C(c2ccc(OC)cc2)NC(=O)NC1(O)C(F)(F)Cl (centres undefined)	-7	-1	-4	2	-1.3	-2	-9	-3

New compounds follow
SMILES	CCR6 antagonist	Gli-Sufu antag	EBI2 antag	A3A deaminase	MPTP block	APOBEC3G inh	CXCR6 inh	NR3A LBD binder
COCCn1cc(C(=O)N2CCCC(C)C2)c2c3ccccc3n(C)c2c1=O (centres undefined)	-12	8	-2	-1	-0.1	-4	4	-2
NC(=O)C1CCCN(C(=O)CCc2nnc(C3(c4ccc(Cl)cc4)CCC3)o2)C1 (centres undefined)	0	3	-13	-1	-0.3	-8	2	0
CN(C)CCN(C(=O)c1ccc2ccccc2c1)c1nc2ccc(F)cc2s1	16	9	-10	-6	1.7	-6	2	3
Cc1[nH]c(N)nc(=S)c1CCCNc1ccccc1	-2	-10	1	.	-0.4	.	2	0
COCC(C)n1c(SCC(=O)N(C)C2CCS(=O)(=O)C2)nc2ccccc2c1=O (centres undefined)	6	-2	-2	0	-1.1	-14	-9	1
O=C(CCc1ccccc1)Nc1cc2c3c(c1)CC(=O)N3CCC2	5	-13	-4	6	-1.9	2	-2	6
CNC(=S)Nc1cccc2[nH]ncc12	-15	7	3	0	0.8	0	-2	8
N#Cc1nc(COc2ccc(Br)cc2)oc1N1CCCC1	17	4	12	-4	-0.4	-8	8	0
CC(=O)N1c2ccc(S(=O)(=O)N3CCCC(C(=O)N4CCC(C)CC4)C3)cc2CC1C (centres undefined)	8	11	-4	0	-1.1	-2	4	-2
CCOC(=O)Cn1nnnc1CN(CCc1ccccc1)Cc1cc2cc(CC)ccc2[nH]c1=O	0	-6	13	7	-0.2	1	6	-6
CCOC(=O)[C@H]1[C@H]2COc3cc(OC)ccc3[C@@H]2N2C(=O)c3cc(C)ccc3NC(=O)[C@@]12C	0	5	4	-1	0.9	-10	0	-4
CC(=O)C1C(C)CC2C3CCC4CC(=O)CCC4(C)C3CCC21C (centres undefined)	2	1	0	.	-2.1	.	-2	0
CCOc1ccc(NC(=O)N2CCC(n3c(=O)[nH]c4ccccc43)CC2)cc1	-22	1	-1	-3	-0.2	8	-1	-1
O=S(=O)(NC(=NC1CCCC1)C(F)(F)F)c1ccccc1	-1	-3	0	-8	1.6	-7	-6	0
CC(NC(=O)c1ccco1)C(=O)Nc1nc(-c2ccccn2)cs1 (centres undefined)	-2	-1	-7	0	0.3	-5	5	-1
CCCNc1nc2c(c(=O)[nH]c(=O)n2C)n1CCc1ccccc1	4	3	2	-8	-1.5	-6	-2	0
COC(CNC(=O)C(=O)Nc1cc2c3c(c1)CC(=O)N3CCC2)OC	12	-15	-2	3	-1.4	-2	3	-4
Cc1cc(C(=O)NCC(=O)Nc2ccc(F)c(F)c2)c(C)o1	2	2	5	39	0.5	-5	-3	-2
CC(C)C(=O)N=C1SC2CS(=O)(=O)CC2N1Cc1ccc(Cl)cc1 (centres undefined)	13	8	-2	0	1.1	-1	-1	0
CCc1ccc(N2CC(C(=O)Nc3ccc4c(c3)OCCO4)CC2=O)cc1 (centres undefined)	19	16	0	-2	-1.3	-11	-1	1

One compound at a time, as listed above.
COC(CNC(=O)C(=O)Nc1cc2c3c(c1)CC(=O)N3CCC2)OC reads CCR6 antagonist = 12; Gli-Sufu antag = -15; EBI2 antag = -2; A3A deaminase = 3; MPTP block = -1.4; APOBEC3G inh = -2; CXCR6 inh = 3; NR3A LBD binder = -4
O=S(=O)(NC(=NC1CCCC1)C(F)(F)F)c1ccccc1 reads CCR6 antagonist = -1; Gli-Sufu antag = -3; EBI2 antag = 0; A3A deaminase = -8; MPTP block = 1.6; APOBEC3G inh = -7; CXCR6 inh = -6; NR3A LBD binder = 0

The results go on:
SMILES	CCR6 antagonist	Gli-Sufu antag	EBI2 antag	A3A deaminase	MPTP block	APOBEC3G inh	CXCR6 inh	NR3A LBD binder
CCCNC(=O)c1cc(SC)ccc1Cl	7	18	-8	-2	1.1	-8	3	1
CCC1CCCCN1CC(O)COCc1cccc(OC)c1 (centres undefined)	7	11	-10	-3	-0.3	-8	7	3
CCOC(=O)NC(=O)CSc1nnc(C2CC2)n1Cc1ccco1	-8	4	-3	2	-0.3	-5	8	-1
Clc1ccccc1-c1nc2ccccc2c2nncn12	-22	-5	3	2	-0.5	-5	0	-2
CC(=O)Nc1ccc(C(=O)N/N=C/c2cccnc2)cc1	6	-7	2	.	-0.5	.	-1	0
Cc1ccc(-c2nnc(SCC#CCOC(=O)c3cccs3)o2)cc1	9	-22	-8	-2	1.8	-6	11	2
Cn1c(C(C#N)C(=O)Cc2cccc3ccccc23)nc2ccccc21 (centres undefined)	3	1	2	-6	5.2	-5	10	-4

Compound activity deposited in PubChem by Sanford-Burnham Center for Chemical Genomics.
